Screens (PubChem BioAssay)
GLS inhibitor – blocks human kidney-isoform glutaminase activity. O94925. AID 624170. Potency, µM (doses to about 45.5 µM), inactives show at the highest dose activity change, negative = inhibition, actives largely listed as inhibitors. GLS enzymatic activity, qHTS titration. 0.21% of 410,000 active; further: on the % scale 0 is the no-effect control and ±100 the full control effect
Target sequence (O94925 whole entry, looked up, canonical isoform): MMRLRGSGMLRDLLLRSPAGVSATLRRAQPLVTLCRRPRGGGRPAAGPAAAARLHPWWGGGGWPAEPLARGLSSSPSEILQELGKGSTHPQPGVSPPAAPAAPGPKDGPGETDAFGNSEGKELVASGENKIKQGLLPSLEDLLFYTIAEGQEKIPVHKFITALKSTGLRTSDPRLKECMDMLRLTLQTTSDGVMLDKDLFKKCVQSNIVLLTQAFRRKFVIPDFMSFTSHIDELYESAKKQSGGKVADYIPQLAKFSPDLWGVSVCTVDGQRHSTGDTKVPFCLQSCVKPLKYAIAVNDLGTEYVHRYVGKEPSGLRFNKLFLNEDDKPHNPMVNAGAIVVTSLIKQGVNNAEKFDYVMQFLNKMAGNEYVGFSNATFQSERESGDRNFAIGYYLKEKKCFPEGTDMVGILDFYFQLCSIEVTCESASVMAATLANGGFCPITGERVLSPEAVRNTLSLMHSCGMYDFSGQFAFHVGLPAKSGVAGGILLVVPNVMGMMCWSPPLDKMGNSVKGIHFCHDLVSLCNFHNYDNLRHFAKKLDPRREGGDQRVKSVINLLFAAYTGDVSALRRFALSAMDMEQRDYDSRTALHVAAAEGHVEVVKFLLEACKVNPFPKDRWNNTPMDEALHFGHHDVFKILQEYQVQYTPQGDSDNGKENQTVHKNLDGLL
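Compounds were pin-transferred onto hKGA, after which L-glutamine (1 mM solution) and a detection mix of glutamate oxidase, HRP and Amplex Red were added. Initial and 30 min RT fluorescence reads were collected.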
Pin1 inh – human Pin1 inhibition; Pin1 FP peptide displacement, HiFluor488, 10 min; Q13526; AID 504891; Potency, µM (top dose mostly 115 µM), for the others: at the top dose activity, negative = inhibition, usual class: inhibitors; 0.009% of 390,000 active; active means well fitted inhibition curve with a large enough effect in the polarisation, with a control signal flat, not every such curve was filed as active; inconclusive means small, poorly fitted or top-dose-only effect, or effect the other way, or a change in a side signal; inactive means no such curve, though single readings can be large or run the other way; the % refers to the polarisation; further: on the % scale 0 is the no-effect control and ±100 the full control effect
HP1b binding inh – inhibitors of HP1-beta chromodomain binding to methylated histone tails | P83916 | AlphaScreen HP1-beta / biotin-H3K9me3 peptide binding | Potency, µM (titrated, usually from 114 µM), for inactives: top-dose activity change, negative = inhibition, most hits filed as inhibitors | 0.56% of 390,000 active | AID 540317; further: nearly all actives have a fitted effect of over 70% in size; inactives centre near 23
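Compound inhibition of the preformed complex between 50 nM HP1-beta and 50 nM biotinylated H3K9me3 peptide was read by AlphaScreen. Buffer was PBS pH 7.4 with 0.01% Tween-20. Incubations ran 30 min at room temperature, with 10 ug/mL donor/acceptor beads.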
G9a inh – G9a (human) methyltransferase inhibition; Q96KQ7; G9a H3K9 monomethylation, AlphaScreen, 2 h; Potency, µM (top dose mostly 102 µM), for the others: top-dose activity, negative = inhibition, hits mostly inhibitors; 8.8% of 350,000 active; further: on the % scale 0 is the no-effect control and ±100 the full control effect; nearly all actives have a fitted effect of over 75% in size
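Using a bead-based AlphaScreen, monomethylated H3K9 product from 2 h room-temperature reactions (G9a 20 nM, peptide 500 nM, SAM 20 uM) was detected with 0.5 ug/mL rabbit anti-H3K9me1 antibody.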
Pol iota inh – inhibitors of human DNA polymerase iota; Pol iota fluorescent replication assay, 10 min; Potency, µM (top dose mostly 115 µM), for inactives: at the highest dose activity, negative = inhibition, actives largely listed as inhibitors; 1% of 390,000 active
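Pol iota at 10 nM preincubated 15 min with compounds at room temperature; reaction started with fluorescent substrate, 50 nM final. Fluorescence read kinetically at 0 and 10 min; buffer-only wells as negative control.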
BLM inh – inhibitors of human Bloom syndrome helicase BLM; P54132; recombinant BLM DNA unwinding, fluorescence dequenching; Potency, µM (highest dose often 56.1 µM), without a hit: at the top dose activity change, negative = inhibition, hits mostly inhibitors; 0.2% of 350,000 active; AID 2528;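 further: plate controls were vehicle for no effect and no enzyme for full effect; nearly all actives have a fitted effect of over 35% in size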
BAZ2B block – inhibitors of human BAZ2B bromodomain; Potency, µM (highest dose often 114 µM), for inactives: at the highest dose activity change, negative = inhibition, actives largely listed as inhibitors; 4.4% of 360,000 active; Q9UIF8; AlphaScreen BAZ2B-H3K14Ac peptide displacement; further: on the % scale 0 is the no-effect control and ±100 the full control effect; nearly all actives have a fitted effect of over 60% in size
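BAZ2B (50 nM) with biotin-H3(5-23)K14Ac peptide (50 nM) in PBS pH 7.4, 0.01% Tween-20, preformed 30 min, then compound 30 min at room temperature; top concentration 110uM. AlphaScreen streptavidin donor/nickel chelate acceptor beads (10 ug/mL final), 20 min dark, signal read.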
Tb PGK inh – T. brucei PGK inhibition; P07378; PGK/GAPDH coupled, Kinase-Glo luminescence, 60 min; Potency, µM (doses to about 57.5 µM), inactives show at the top dose activity change, negative = inhibition, hits mostly inhibitors; 0.043% of 380,000 active; further: on the % scale 0 is the no-effect control and ±100 the full control effect; nearly all actives have a fitted effect of over 60% in size
Target sequence (P07378 whole entry, looked up): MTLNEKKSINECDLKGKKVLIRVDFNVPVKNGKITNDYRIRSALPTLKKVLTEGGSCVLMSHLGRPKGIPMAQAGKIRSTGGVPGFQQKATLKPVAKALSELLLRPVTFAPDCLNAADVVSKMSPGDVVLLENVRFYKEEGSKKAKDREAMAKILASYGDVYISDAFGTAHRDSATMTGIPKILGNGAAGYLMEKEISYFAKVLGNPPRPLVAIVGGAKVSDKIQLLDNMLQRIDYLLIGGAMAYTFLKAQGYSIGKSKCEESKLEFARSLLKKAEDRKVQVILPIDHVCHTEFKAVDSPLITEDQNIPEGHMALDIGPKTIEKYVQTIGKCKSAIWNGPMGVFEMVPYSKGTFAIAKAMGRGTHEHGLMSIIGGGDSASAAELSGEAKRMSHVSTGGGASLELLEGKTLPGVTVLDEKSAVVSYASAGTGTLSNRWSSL
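Recombinant glycosomal PGK reaction used 1,3-bisphosphoglycerate generated in-well by GAPDH (100nM final) in 100mM TEA pH 7.6, 5mM MgCl2, 0.01% Tween-20. After 60 minutes at room temperature, ATP was read by Kinase-Glo Plus luminescence end-point.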
JMJD2A Tudor inh – JMJD2A Tudor domain (human) inhibition | O75164 | Potency, µM (highest dose often 114 µM), for the others: at the highest dose activity change, negative = inhibition, usual class: inhibitors | AlphaScreen JMJD2A-Tudor / H3K4me3 peptide binding | 4.4% of 390,000 active | AID 504339; further: on the % scale 0 is the no-effect control and ±100 the full control effect; nearly all actives have a fitted effect of over 50% in size
* hit, by the source's call; i = inactive; u = inconclusive; x = no result given; [ ] = remark or other dose. Unless noted, the call rests on the fitted dose curve; in most records, active means well fitted curve in the direction sought with a large enough effect; inconclusive means small, poorly fitted or top-dose-only effect, or another doubt; inactive means no such curve, though single readings can be large; an effect the other way counts as inactive or inconclusive. Potency means the concentration at half of the fitted maximal effect. An excerpt, so the mix of outcomes need not match the whole.

Results follow in this order: GLS inhibitor	Pin1 inh	HP1b binding inh	G9a inh	Pol iota inh	BLM inh	BAZ2B block	Tb PGK inh	JMJD2A Tudor inh
> CCOc1ccc(NC(=O)C2CCCN(c3nnc(-n4c(C)ccc4C)s3)C2)cc1 (stereo unspecified)
    -6.8%	7.6%	13.6%	-11.3%[59 µM]	-14.8%	-4.8%	-19.9%	x	-28.2%
> O=C(Nc1ccc2c(c1)OCO2)Nc1ccc(F)cc1F
    16.1%	45.5%[activator]	34.5%	x	-2.1%	-1.8%	0.2%	-1.9%	-14.2%
> CCC(C)NC(=S)N(CCc1ccccc1)Cc1cc2cc(OC)c(OC)cc2[nH]c1=O (stereo unspecified)
    -6.4%	20.4%	22.4%	8.4%[59 µM]	1.8%	-4.6%	u	-1.7%	-13.5%[57.1 µM]
> CCCCCn1c(SCC(=O)c2ccccc2)nc2cc(C(=O)NCC3CCCO3)ccc2c1=O (stereo unspecified)
    9.9%	-6.7%	42.0%[activator]	x	11.0%	x	x	1.8%	-17.6%[11.4 µM]
> Cn1c(SCC(=O)N2CCCC2=O)nnc1-c1ccccc1F
    1.2%	-7.6%	28.7%	-5.1%	42.9%[activator]	-1.5%	-11.1%	-0.8%	4.8%
> NC(=O)c1ccc[n+](CC(=O)c2ccc(F)cc2)c1
    1.7%	-0.3%	19.0%	u	153.9%[activator]	-0.6%	-12.6%	i	-2.8%
> COCCCN(C(=O)c1ccc(-c2ccc(C(C)=O)cc2)o1)c1c(N)n(CC(C)C)c(=O)[nH]c1=O
    5.5%	-2.5%	22.8%	x	10.2%	x	x	-10.6%	-6.8%
> Cc1nn(CC(O)Cn2c3c(c4ccccc42)CCN(C)C3=O)c(C)c1Br (stereo unspecified)
    -16.1%	-3.0%	28.4%	-34.4%[12.7 µM]	11.7%	-3.6%	-2.5%	-2.8%	-7.5%
> Cc1cc(C)n2nc(SCc3cc(=O)oc4ccc5ccccc5c34)nc2n1
    1.1%	4.7%	61.5%[activator]	x	4.4%	-3.5%	5.9%	i	21.3%[57.1 µM]
> Cc1ccc(/C=N/NC(=O)CNC(=O)c2ccc(C)c([N+](=O)[O-])c2)o1
    -13.4%	-5.6%	34.1%	-19.3%[59 µM]	14.1%	-9.4%	-18.5%	3.1%	-16.2%
> CC1=Nc2ccccc2/C1=C/c1c(N)n2c(S(=O)(=O)CC(C)C)nsc2nc1=O
    5.3%	0.8%	-0.7%	u	19.4%	-19.5%	x	-10.7%	u
> CCCCNC(=S)Nc1ccc2nc(N3CCN(CC)CC3)cc(C)c2c1
    28.6%	14.6%	12.2%	u	-5.0%	4.5%	u	i	u
> COc1ccc(CCNC(=O)CCNC(=O)N2CC(=O)Nc3ccccc32)cc1OC
    -9.5%	0.8%	62.9%[activator]	37.5%	3.2%	2.4%	-2.2%	-4.0%	-11.5%
> Oc1cccc2ccc(/C=C/c3ccccc3Br)nc12
    2.9%	-0.5%	51.1%[activator]	-3.5%	11.8%	-8.0%	u	-5.4%	-20.3%
> Cc1[nH]c2ccccc2c1C1=CN2CCS(=O)(=O)N=C2S1
    -8.3%	-4.3%	15.7%	u	-10.9%	0.8%	-32.4%	-6.8%	-0.4%
> Cc1cccc(-n2nnnc2SC(C)C(=O)NCCC2=CCCCC2)c1 (stereo unspecified)
    -6.1%	-8.5%	86.1%[activator]	-24.9%[59 µM]	1.3%	0.8%	32.1%[activator]	-4.4%	19.9%
> CCOc1ccc(C(C)=O)cc1CN1C(=O)NC2(CCCCC2C)C1=O (stereo unspecified)
    -0.3%	-8.8%	31.0%	-9.4%[59 µM]	-12.4%	-1.1%	x	-4.4%	-5.0%
> CC1=C(n2nnc([N+](=O)[O-])n2)C(c2cccnc2)C(C#N)=C(N)O1 (stereo unspecified)
    11.5%	u	20.2%	5.5%[59 µM]	0.8%	1.0%	-3.6%	-1.2%	-15.3%
> COCCCNC(=O)CSc1nc2cc(C(=O)NCCOC)ccc2c(=O)n1Cc1ccc2c(c1)OCO2
    -6.4%	0.1%	65.0%[activator]	1.1%	-1.5%	1.9%	3.6%	x	1.7%
> Cc1cc(-n2c(C)cc(C(=O)CSc3nc(N)cc(=O)[nH]3)c2C)no1
    -12.8%	0.9%	16.8%	-28.4%	4.3%	-5.8%	-32.4%	-1.6%	-31.8%
> CC1CCN(c2c(NCC3CCC(C(=O)N4CCCCC4)CC3)c(=O)c2=O)CC1 (stereo unspecified)
    16.1%	-0.6%	30.8%	-5.7%	-19.0%	-2.5%	2.0%	2.3%	-9.9%
> COc1ccc(OCC(=O)N2CCOCC2)cc1
    0.4%	1.9%	4.5%	6.3%[12.7 µM]	-1.7%	-0.2%	-3.1%	-6.9%	-8.2%
> COc1cc(-c2noc(C)c2C(=O)NCC[C@@H]2CCCN2C)cc(OC)c1OC
    -1.6%	-2.9%	86.5%[activator]	x	31.2%[activator]	x	x	-3.3%	-7.9%
> COc1ccc(CCC(=O)Nc2ccc(S(=O)(=O)Nc3nccc(C)n3)cc2)cc1
    12.1%	u	-13.0%	u	33.0%[activator]	1.3%	-2.2%	2.1%	-19.0%
> Cc1ccc(CN(Cc2ccco2)C(=O)c2oc3c(C)c(C)ccc3c2C)cc1
    7.3%	17.5%	41.6%[activator]	1.7%[59 µM]	u	-7.7%	6.7%	8.9%	3.5%
> CCOC(=O)c1nnc2c(-c3ccc(Cl)cc3)c(C)nn2c1N
    -4.0%	-7.3%	35.1%	10.0%[59 µM]	-1.0%	-3.4%	-2.4%	-0.1%	-1.5%
> COc1cccc(C2c3[nH]c4ccccc4c3CCN2CCCn2cccn2)c1 (stereo unspecified)
    0.4%	-7.3%	10.3%	u	53.9%[activator]	-3.4%	u	-4.1%	-23.7%
> CCCC(C)c1nnc(NC(=O)CCS(=O)(=O)Cc2ccccc2)s1 (stereo unspecified)
    13.9%	3.0%	-19.5%	25.1µM*	23.2%	-7.4%	-4.0%	-6.7%	-25.6%
> COc1ccc(/C=C/C(=O)Nc2c(C(=O)O)[nH]c3ccccc23)cc1OC
    -4.9%	6.0%	-16.1%	-40.1%[59 µM]	17.5%	-7.2%	-31.0%	i	-14.7%[11.4 µM]
> COc1ccccc1C(=O)N/C(=C\c1cn(S(=O)(=O)N(C)C)c2ccccc12)C(=O)N1CCOCC1
    -1.6%	-0.2%	23.0%	-6.2%	39.0%[activator]	-1.8%	-15.3%	-1.2%	-22.9%

Ordered by the number under Pin1 inh (lowest first): 3 from the list above.
Results follow in this order: GLS inhibitor	Pin1 inh	HP1b binding inh	G9a inh	Pol iota inh	BLM inh	BAZ2B block	Tb PGK inh	JMJD2A Tudor inh
> Cc1ccc(/C=N/NC(=O)CNC(=O)c2ccc(C)c([N+](=O)[O-])c2)o1
    -13.4%	-5.6%	34.1%	-19.3%[59 µM]	14.1%	-9.4%	-18.5%	3.1%	-16.2%
> Cc1nn(CC(O)Cn2c3c(c4ccccc42)CCN(C)C3=O)c(C)c1Br (stereo unspecified)
    -16.1%	-3.0%	28.4%	-34.4%[12.7 µM]	11.7%	-3.6%	-2.5%	-2.8%	-7.5%
> COc1cc(-c2noc(C)c2C(=O)NCC[C@@H]2CCCN2C)cc(OC)c1OC
    -1.6%	-2.9%	86.5%[activator]	x	31.2%[activator]	x	x	-3.3%	-7.9%

More records follow:
Results follow in this order: GLS inhibitor	Pin1 inh	HP1b binding inh	G9a inh	Pol iota inh	BLM inh	BAZ2B block	Tb PGK inh	JMJD2A Tudor inh
> COC(=O)CCC(=O)OC1(C)C(=O)C=C2C=C(C3CC3)N(CCN3CCOCC3)C=C2C1=O (stereo unspecified)
    19.9%	-1.8%	0.9%	7.8%[59 µM]	u	-16.0%[12.4 µM]	-8.6%	0.0%	-21.3%
> COc1ccccc1CNC(=O)CN(c1ccccc1OC)S(C)(=O)=O
    -9.0%	u	21.7%	-11.3%[59 µM]	-8.2%	-4.1%	-11.9%	-7.9%	-19.2%
> Cc1ccc(NC(=O)COc2ccccc2)c(NC(=O)c2ccco2)c1
    0.9%	-2.4%	16.1%	-14.2%	0.0%	-5.1%	-16.5%	2.0%	4.6%
> COc1ccc(C2CC(c3ccc4ccccc4c3)=NN2C(=O)CN2C(=O)CCC2=O)cc1 (stereo unspecified)
    13.3%	10.5%	-4.2%	-17.0%	-2.5%	-3.1%	x	-0.2%	-30.8%
> COc1ccc(C)cc1NC(=O)c1ccc(S(=O)(=O)N2CCOCC2)cc1
    -3.8%	-1.2%	19.4%	-3.2%[2.33 µM]	1.3%	-2.6%	-3.7%	-4.3%	-17.2%
> CCc1cccc(C)c1NC(=O)CN1C(=O)c2ccccc2S1(=O)=O
    -1.5%	5.9%	65.2%[activator]	5.8%[59 µM]	-15.2%	-2.1%	10.7%	i	-13.1%
> CCn1cc(CN2CCCC(CO)(Cc3cccc(Cl)c3)C2)cn1 (stereo unspecified)
    0.8%	-2.1%	31.1%	x	18.7%	-3.4%	-1.0%	i	0.3%
> COC(=O)CC/C(O)=C1\C(=O)CC(C)(C)CC1=NCCc1nc2ccccc2[nH]1
    -1.8%	3.9%	12.7%	-28.2%	0.8%	-4.7%	-17.3%	x	u
> Cc1cc(Sc2ccc([N+](=O)[O-])cn2)ccc1Br
    -2.6%	3.5%	2.2%	x	2.2%[58.9 µM]	x	x	1.3%	-7.6%
> O=C(NCc1ccccc1)N1CCc2c(sc3c2CCCC3)C1c1ccccc1 (stereo unspecified)
    -6.8%	1.9%	29.7%	-2.7%[12.7 µM]	27.2%	-5.3%	-19.5%	-3.9%	-12.3%
> CC(C)CNC(=O)/C=C/c1cccs1
    -7.8%	0.5%	19.6%	17.1%[59 µM]	-11.4%	1.2%	9.6%	i	1.4%
> O=C(N/N=C/c1c(Nc2cccc(C(F)(F)F)c2)nc2ccccn2c1=O)c1ccccc1[N+](=O)[O-]
    -2.2%	-1.3%	3.3%	u	67.8%[activator]	3.6%	11.8%	-5.2%	-7.3%
> COC(=O)C(NC(C)=O)(Nc1nc2ccc(S(C)(=O)=O)cc2s1)C(F)(F)F (stereo unspecified)
    4.9%	-2.1%	28.8%	6.9%[12.7 µM]	12.5%	-0.7%	-1.5%	3.6%	-0.8%
> O=C(CSc1nc(-c2ccccc2)[nH]c1-c1ccccc1)Nc1ccc2c(c1)OCCO2
    -12.8%	u	-14.8%	u	13.5%	-11.1%	u	-4.8%	u
